CHRM1 antagonist – blocks human M1 muscarinic receptor | P11229 | CHO-K1 hM1, Fluo-8 calcium fluorescence, ACh EC80 antagonist | inhibition, % at 3 µM | 1.3% of 360,000 active | AID 588852;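 active = percent inhibition above its own plate's cutoff, namely the mean of that plate's compound wells plus 3 SD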;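 note: peak over basal fluorescence ratio during 140 s after agonist addition; 0% = ACh EC80 plus DMSO and 100% = DMSO alone without agonist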
CRFBP-R2 agonist – agonists of human CRF-binding protein/CRF-R2 receptor complex. HEK293 CRF-R2/CRF-BP, calcium dye fluorescence (FLIPR); percent of saturating CRF peptide response. activation, % at 13.2 µM. 0.46% of 350,000 active;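 active = activation of at least 50%, plus an integration ratio under a set limit after plate pattern correction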;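 note: plate controls were neutral control wells without compound for no effect and CRF at EC100 for full effect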
M4 antag – blocks acetylcholine activation of human M4 receptor | P08173 | CHO-hM4 cells, ACh EC80, Fluo-8 calcium fluorescence | inhibition, % at 3 µM | 0.73% of 360,000 active;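 active = inhibition above its plate's cutoff, the mean inhibition of sample wells plus 3 SD, cut at about 27% in these data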;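 note: 0% = acetylcholine EC80 with DMSO and 100% = DMSO without agonist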
Target sequence (P08173 whole entry, looked up): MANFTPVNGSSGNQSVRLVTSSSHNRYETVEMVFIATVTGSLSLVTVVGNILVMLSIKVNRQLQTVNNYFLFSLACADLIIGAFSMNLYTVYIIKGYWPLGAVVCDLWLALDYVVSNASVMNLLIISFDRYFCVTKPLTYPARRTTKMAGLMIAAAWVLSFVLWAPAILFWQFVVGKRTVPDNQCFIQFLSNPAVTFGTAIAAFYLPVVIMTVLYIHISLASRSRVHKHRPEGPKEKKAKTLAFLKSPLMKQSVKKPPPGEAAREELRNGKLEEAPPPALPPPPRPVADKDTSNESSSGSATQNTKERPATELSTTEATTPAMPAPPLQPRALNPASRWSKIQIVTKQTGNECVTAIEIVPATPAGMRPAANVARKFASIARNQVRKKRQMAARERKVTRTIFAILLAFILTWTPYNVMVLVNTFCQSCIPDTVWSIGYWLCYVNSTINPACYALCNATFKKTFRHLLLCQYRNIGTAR
M4 PAM – potentiates acetylcholine response at human M4 receptor; P08173; AID 624126; 0.4% of 360,000 active; CHO-K1 hM4/Gqi5, Fluo-8 calcium fluorescence, ACh EC20; 0% = ACh EC20, 100% = maximal ACh; activation, % at 3 µM;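 active = activation above its plate's cutoff, the mean activation of sample wells plus 3 SD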; note: some results filed as inactive read as strong as hits
CHRM5 agonist – agonists of human muscarinic M5 receptor (CHRM5); P08912; CHO-K1 hM5 cells, Fluo-8 calcium fluorescence; 0% DMSO wells, 100% maximal acetylcholine response; activation, % at 3 µM; 0.19% of 360,000 active;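 active = activation above the run's mean over test compounds plus 3 SD, cut at about 23% in these data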;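 note: signal is peak over basal fluorescence ratio across the kinetic read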
Target sequence (P08912 whole entry, looked up): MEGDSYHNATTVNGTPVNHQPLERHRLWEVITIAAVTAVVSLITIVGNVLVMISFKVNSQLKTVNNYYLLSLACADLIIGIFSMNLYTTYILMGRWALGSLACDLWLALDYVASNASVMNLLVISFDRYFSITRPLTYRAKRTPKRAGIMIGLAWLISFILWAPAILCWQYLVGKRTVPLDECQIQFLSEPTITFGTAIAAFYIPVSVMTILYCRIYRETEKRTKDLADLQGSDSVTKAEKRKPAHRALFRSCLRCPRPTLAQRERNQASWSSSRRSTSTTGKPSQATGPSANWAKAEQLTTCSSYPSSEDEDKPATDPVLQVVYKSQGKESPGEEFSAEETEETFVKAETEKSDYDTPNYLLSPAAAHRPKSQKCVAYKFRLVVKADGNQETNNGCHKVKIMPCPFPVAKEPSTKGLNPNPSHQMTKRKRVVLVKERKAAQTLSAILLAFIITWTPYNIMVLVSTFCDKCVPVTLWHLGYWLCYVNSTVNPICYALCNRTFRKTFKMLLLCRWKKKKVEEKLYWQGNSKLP
CHRM5 PAM – potentiates acetylcholine response at human M5 receptor. P08912. CHO-K1 hM5, Fluo-8 calcium, ACh EC20 PAM; 0% = ACh EC20, 100% = ACh EC100. activation, % at 3 µM. 0.3% of 360,000 active;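 active = activation above the run cutoff, the mean activation of all test compounds plus 3 SD, cut at about 18% in these data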
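Probe or stimulus: acetylcholine, EC20 level; Assay system: human M5 receptor in CHO-K1 cells; Schedule: compound preincubation 140 s before EC20 acetylcholine addition; Technique: intracellular calcium via Fluo-8 fluorescence; Dosing: single-point, 3 µM nominal; Read-out basis: percent activation from peak-over-basal fluorescence ratio, scaled EC20-to-EC100 acetylcholine; Repeats: one well per compound, no replicates.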
M4 ag – agonists of human muscarinic M4 receptor (CHRM4). 0.14% of 360,000 active. AID 624127. CHO-K1 hM4/Gqi5, Fluo-8 calcium fluorescence; vehicle 0%, full acetylcholine response 100%. activation, % at 3 µM;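 active = activation above the run mean over all test wells plus 3 SD, cut at about 32% in these data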;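 note: peak over basal fluorescence ratio per well then scaled between controls; 0% = DMSO wells and 100% = acetylcholine at EC100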
M5 antag – blocks acetylcholine activation of human M5 receptor | P08912 | CHO-hM5 cells, Fluo-8 calcium fluorescence, ACh EC80 | inhibition, % at 3 µM | 0.59% of 360,000 active;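 active = inhibition above a per-plate cutoff, the mean of that plate's test compounds plus 3 SD, cut at about 27% in these data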;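 note: 0% = acetylcholine EC80 with DMSO and 100% = DMSO without agonist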
M1 PAM – potentiates human M1 receptor response to acetylcholine | P11229 | CHO-K1 hM1, Fluo-8 calcium fluorescence, ACh EC20; 0% = ACh EC20, 100% = maximal ACh | activation, % at 3 µM | 0.088% of 360,000 active; in the data active = activation above about 19%, passing the limit was not always enough
* marks the source's active call; other numbers are inactive results; / = not tested or not shown.

SMILES | CHRM1 antagonist | CRFBP-R2 agonist | M4 antag | M4 PAM | CHRM5 agonist | CHRM5 PAM | M4 ag | M5 antag | M1 PAM
O=C(CSc1nnnn1C1CC1)N1CCN(c2cccc(Cl)c2)CC1 | 8 | -1.8 | 11 | -9 | -4 | -14 | 3 | 16 | -8
COc1ccc(NC(=O)c2ccc(-c3csc(C)n3)cc2)cc1 | -7 | 0.1 | 8 | 0 | 4 | -2 | 4 | 3 | 4
CCOc1ccc(N=NC2C(=O)N(C(N)=S)N=C2C)cc1 (stereo not drawn) | -13 | 0.2 | 3 | 4 | 1 | 4 | 0 | -4 | 6
CCOC(=O)N1CCC(NC(=O)CCc2c(C)nc3c(c(C)nn3C(C)(C)C)c2C)CC1 | 27 | -1.3 | 23 | -14 | -6 | -2 | 0 | 4 | -24
COc1ccc(C2C(C(=O)c3cccs3)=C(O)C(=O)N2c2cccc(C)n2)cc1OC (stereo not drawn) | -8 | 1.0 | -4 | -14 | -2 | -6 | 0 | 10 | 6
CN1C(=O)CC(=O)N(C)c2cc(S(=O)(=O)N(C)Cc3ccccc3)ccc21 | 9 | 1.7 | 4 | 0 | 2 | 4 | 3 | -3 | 0
O=C1CSc2ccccc2N1Cc1ccccc1F | -3 | 1.6 | 6 | 0 | -12 | 1 | -4 | -3 | 3
Cc1csc(NC(=O)Cc2ccc(Cl)cc2)n1 | -6 | -1.7 | -13 | -3 | 3 | 5 | 1 | -1 | 7
Cc1cccc(/C=N/n2c(-c3cc(-c4ccccc4)n[nH]3)n[nH]c2=S)c1 | 6 | -0.1 | 4 | 2 | -1 | -5 | 2 | 3 | -4
O=S(=O)(CC(CN1CCCCC1)N1CCCCC1)c1ccc2ccccc2c1 (stereo not drawn) | -8 | -0.1 | -10 | 3 | -8 | -2 | 1 | -17 | -5
C=CCNC(=S)Nc1ccc2nsnc2c1 | -13 | -0.1 | -5 | 11 | 1 | -2 | 1 | 4 | 15
N#Cc1cnn2c(C(F)(F)F)cc(-c3ccccc3)nc12 | -9 | -2.5 | -3 | -2 | 0 | 1 | 0 | -14 | -1
CC(OC(=O)C1CCC1)C(=O)Nc1cc(Cl)cc(Cl)c1 (stereo not drawn) | 2 | -1.5 | -3 | -6 | 0 | -1 | 2 | 0 | 0
COc1ccc(-c2nnc(Nc3ccc(S(=O)(=O)Nc4nccs4)cc3)c3ccccc23)cc1 | -3 | -3.5 | -7 | -2 | 0 | -2 | 0 | 0 | 9
COc1ccc(N(CCC(=O)O)S(=O)(=O)c2ccc(C)c(C)c2)cc1 | -10 | 0.9 | 3 | -2 | 2 | 1 | 0 | 6 | 9
CC[C@@]12C(=O)N(c3cccc(Br)c3)C(=O)N1[C@H](c1ccc(OC)cc1)[C@@H]1C(=O)N(C(C)(C)C)C(=O)[C@@H]12 | 4 | 2.9 | -2 | 5 | -3 | -2 | 4 | 8 | -1
NCCOc1ccccc1Cc1ccccc1 | 6 | -2.0 | 5 | -4 | -3 | -1 | 4 | 1 | -1
COC(=O)c1ccccc1NC(=O)CCCN1C(=O)C(c2ccccc2)Oc2cccnc21 (stereo not drawn) | 11 | 1.3 | -1 | 2 | -5 | -2 | 2 | 4 | -5
CCCc1cc(NCCCO)n2c(nc3ccccc32)c1C#N | -7 | -0.1 | -12 | -2 | 6 | 6 | 3 | -14 | 4
Cc1[nH]nc(S(=O)CC(=O)O)c1[N+](=O)[O-] (stereo not drawn) | -13 | -1.4 | -16 | 2 | -2 | 6 | 1 | -26 | 10
COc1cc2nc(CN(C)Cc3ccc(F)cc3)[nH]c(=O)c2cc1OC | -3 | 0.4 | 7 | 0 | -4 | -3 | 1 | 4 | 5
Oc1ccc(/C=N/n2c(COc3ccccc3)n[nH]c2=S)c(O)c1 | 11 | -2.8 | 3 | 4 | -3 | -1 | 1 | 10 | -2
COc1cccc(CC(=O)Nc2nc(-c3cccnc3)cs2)c1 | -2 | 0.2 | -2 | 0 | 0 | -3 | 1 | -4 | 1
Cc1ccc(N(C(=O)CNC(=O)c2ccco2)C(C(=O)NC2CCCCC2)c2ccncc2)cc1F (stereo not drawn) | -19 | -0.6 | -12 | -4 | -2 | 1 | 2 | 3 | 12
CCN1C(=C(C#N)C#N)C=Cc2ccccc21 | 4 | -2.5 | 6 | -2 | -3 | 7 | 1 | 6 | 6
Cc1cc(NS(=O)(=O)c2ccc(NS(=O)(=O)c3cc(C)c(Cl)cc3Cl)cc2)no1 | -15 | -0.3 | -4 | -2 | -4 | -5 | 1 | 8 | 14
COc1cc(CNC(=O)CCn2nc(C)c3c(C)n(-c4ccccc4)nc3c2=O)cc(OC)c1OC | -1 | -0.5 | -1 | -6 | -1 | 3 | 0 | -4 | 3
Clc1ccc(Oc2cnns2)c(Cl)c1 | -10 | 1.8 | -9 | 14 | -4 | 4 | 1 | -3 | 6
O=C(Nc1ccc2c(c1)OCO2)c1noc2c1CCCC2 | -3 | -0.7 | 9 | -3 | -5 | 7 | 2 | -4 | 5
CCOc1c(OC)ccc2c3c(c(=O)oc12)CCCC3 | 0 | 0.5 | 5 | 1 | 2 | 3 | -1 | 0 | 9
CS(=O)(=O)N(CC(=O)Nc1ccccc1C(=O)N1CCOCC1)c1ccc(F)c(Cl)c1 | -7 | -0.3 | -15 | 6 | -3 | 1 | 2 | -7 | 4
O=C(CSc1nc(C2CC2)nc2ccccc12)Nc1ccc2c(c1)OCCO2 | -6 | -2.1 | 9 | -4 | -1 | 2 | 0 | 1 | 8
CCOC(=O)CN1C(=O)N[C@@H](c2ccccc2)[C@H](C(C)=O)[C@H]1C | -2 | 0.8 | 7 | 1 | 4 | -7 | 1 | 11 | 2
CN(C(=O)C1Cc2c(-c3ccccc3Oc3ccccc3)ccnc2O1)c1ccccc1 (stereo not drawn) | -15 | / | -4 | -6 | 2 | -1 | 3 | -2 | 5
Cc1cc(C)nc(CCNC(=O)c2cc(COc3ccc(F)cc3F)on2)n1 | -9 | 0.5 | -1 | -4 | -1 | -4 | 2 | 3 | 5
CC(C)(C)Nc1nc(Cl)nc(NCCN2CCOCC2)n1 | 14 | 3.4 | 12 | -6 | 2 | -5 | 1 | -1 | -6
Cc1cc(/C=C2\SC(=Nc3ccccc3)NC2=O)c(C)n1-c1ccc(S(N)(=O)=O)cc1 | -4 | -2.8 | 4 | 9 | 0 | 4 | 0 | -6 | 4
COc1ccc(NC2=CC(c3ccc(OC)c(OC)c3)N(c3ccc(OC)cc3)C2=O)cc1 (stereo not drawn) | -6 | -3.7 | -5 | 5 | -3 | -3 | 1 | -1 | 12
Cc1noc(C)c1CSc1nnc(C)c(=O)[nH]1 | -13 | 1.0 | 5 | 5 | -1 | 2 | 0 | -1 | 14
CC(C)CCN1C(=O)c2ccccc2C1C(=O)NCc1cccnc1 (stereo not drawn) | -10 | 0.5 | 10 | 21* | -8 | 3 | 2 | -9 | 8
COC(=O)CSc1nnc(-c2ccc3c(c2)OCO3)n1C | 18 | 2.0 | -1 | 4 | -1 | 3 | 0 | -3 | 3
CCOc1ccc(C(=O)N2CCCCCC2)cc1 | -2 | -1.4 | -16 | 12 | -4 | -4 | 0 | -10 | 18
CCOC(=O)N1CCc2c(sc(NC(C)=O)c2C(N)=O)C1 | 4 | -0.2 | 3 | -6 | 2 | -6 | 2 | 0 | 1
COc1ccc([C@@H]2CC=C(C(=O)O)CN2S(=O)(=O)c2ccc(C)cc2)cc1OC | -1 | -1.6 | -3 | 8 | 0 | -6 | 2 | -2 | -2
CCn1c(CNc2nc3ccccc3n2C(C)C)nc2ccccc21 | -8 | -7.8 | 7 | -4 | -2 | -7 | 2 | 3 | 3
CC(OC(=O)C1=Cc2ccccc2OC1)C(=O)NCC1CCCO1 (stereo not drawn) | -12 | 0.6 | -17 | 15 | 0 | 4 | 2 | -5 | 14
Cn1cc(Cl)c(C(=O)NNC(=S)NCc2ccco2)n1 | 1 | -0.3 | -8 | 0 | 1 | -7 | 1 | 11 | 6
O=C(NCC(c1ccco1)N1CCc2ccccc2C1)c1ccccc1Br (stereo not drawn) | 1 | 0.1 | -5 | 3 | -4 | 3 | 6 | -1 | 3
CCOC(=O)c1ccc(NC(=O)c2cc3c(s2)CCC3)cc1 | -8 | 2.0 | -18 | 12 | -7 | 3 | 1 | -4 | 0
CCOC(=O)N1CCN(C(=O)c2cccn3c(=O)c4sccc4nc23)CC1 | 4 | 0.3 | -1 | 8 | 0 | -6 | 2 | 5 | 1

4 compounds from above, showing only M1 PAM:
structure,M1 PAM
CCOC(=O)N1CCc2c(sc(NC(C)=O)c2C(N)=O)C1,1
COc1ccc([C@@H]2CC=C(C(=O)O)CN2S(=O)(=O)c2ccc(C)cc2)cc1OC,-2
CCn1c(CNc2nc3ccccc3n2C(C)C)nc2ccccc21,3
CC(OC(=O)C1=Cc2ccccc2OC1)C(=O)NCC1CCCO1 (stereo not drawn),14

Additional results.
SMILES | CHRM1 antagonist | CRFBP-R2 agonist | M4 antag | M4 PAM | CHRM5 agonist | CHRM5 PAM | M4 ag | M5 antag | M1 PAM
COc1ccc2cnn(-c3ccccc3C)c(=O)c2c1OC | -22 | 0.6 | 1 | 1 | -1 | -3 | 1 | 2 | 10
CCOC(=O)Nc1nnc(CCc2ccccc2)s1 | -9 | 2.1 | 3 | -3 | -2 | 1 | 0 | -3 | 6
Cc1ccc(-c2nnn(CC(=O)Nc3cccc4cccnc34)n2)o1 | 11 | -2.1 | 3 | 1 | 16 | 4 | 4 | -1 | -6
Nc1c(C(=O)NC2CCCC2)c2nc3ccccc3nc2n1/N=C/c1cccnc1 | -13 | 2.0 | -1 | -4 | 3 | 4 | 1 | 1 | 9
Cc1cc(C)cc(-n2nnc(C(=O)NCc3ccco3)c2N)c1 | -8 | -4.3 | 2 | -2 | -3 | -3 | -1 | 3 | 4
COc1cccc(CNC(=O)COc2cc(O)c3c(c2)OC(C)(C)CC3=O)c1 | -10 | -0.1 | -16 | 8 | 2 | 0 | 6 | -4 | 4
COc1ccc(NC2=C(C(C)=O)C(c3ccc(OC)c(OC)c3)C(C(C)=O)C(C)(O)C2)cc1 (stereo not drawn) | -12 | 1.4 | -5 | 1 | -4 | 6 | 1 | 0 | 10
COc1ccccc1C(=O)N/C(=C\c1cn(S(=O)(=O)N(C)C)c2ccccc12)C(=O)N1CCOCC1 | -7 | -1.4 | 8 | 2 | -3 | 4 | 1 | -5 | 7
O=C(Nc1ccc(S(=O)(=O)Nc2nccs2)cc1)c1cc(-c2ccccc2Cl)nc2ccccc12 | 0 | -3.5 | 9 | 4 | -5 | -10 | 1 | 7 | 3
Cc1cc(C)nc(NC2=NC3CCCCC3N2)n1 (stereo not drawn) | -5 | -1.0 | -2 | 1 | 0 | 3 | 1 | 0 | 3
O=C(COC(=O)c1n[nH]c(=O)c2ccccc12)NCc1ccccc1 | -2 | -1.9 | 3 | 2 | 1 | 5 | 0 | -1 | 7
COC(=O)CSC(C)C(=O)Nc1nnc(C(C)C)s1 (stereo not drawn) | -12 | -1.5 | 5 | -4 | 0 | 3 | 0 | 1 | 11

From PubChem
